MrgX1 allo act – positive allosteric modulators of MrgX1, primary screen, HEK293 cells, Fluo-4 calcium flux; FDSS; active compounds read high; B-score at 10 µM; hit rate 0.63% among 310,000;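 active = plate-corrected calcium response at least 3 library SD above typical, normal starting fluorescence, not activating the receptor alone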;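 note: compound read alongside a low EC10 to EC30 dose of BAM8-22 agonist; peak minus trough fluorescence over baseline measured at the second addition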
TRPC4 block – inhibitors of mouse TRPC4 channel, primary screen, Fluo4 calcium, HEK293 TRPC4beta/mu-opioid cells | DAMGO-evoked Fluo4 calcium flux; active compounds read low | B-score at 10 µM | hit rate 0.39% among 300,000 | AID 2247, 2010;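 active = B-score over 3 SD under the library average, no early fluorescence shift, positive overall ratio signal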
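Assay system: HEK293 cells with stable TRPC4beta plus mu-opioid receptor expression. Dosing: single dose. Measured by: Fluo4 Ca2+ flux fluorescence. Also added: DAMGO in two steps, submaximal then maximal. Read-out: B score from integrated Fluo4 fluorescence ratio.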
ANO1 block – TMEM16A chloride channel inhibitors, primary screen, cell-based, HTS. HEK293 TMEM16A/YFP iodide influx fluorescence, ionomycin. normalized B-score (activity score, 25-100; higher = stronger inhibition) at 10 µM. hit rate 1.2% among 310,000. AID 588511, 2011;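 active = ratio plate-corrected score three or more library SD toward inhibition, starting fluorescence score within five deviations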;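 note: score derived from kinetic fluorescence span divided by baseline fluorescence per well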
Target sequence (Q8BHY3 whole entry, looked up): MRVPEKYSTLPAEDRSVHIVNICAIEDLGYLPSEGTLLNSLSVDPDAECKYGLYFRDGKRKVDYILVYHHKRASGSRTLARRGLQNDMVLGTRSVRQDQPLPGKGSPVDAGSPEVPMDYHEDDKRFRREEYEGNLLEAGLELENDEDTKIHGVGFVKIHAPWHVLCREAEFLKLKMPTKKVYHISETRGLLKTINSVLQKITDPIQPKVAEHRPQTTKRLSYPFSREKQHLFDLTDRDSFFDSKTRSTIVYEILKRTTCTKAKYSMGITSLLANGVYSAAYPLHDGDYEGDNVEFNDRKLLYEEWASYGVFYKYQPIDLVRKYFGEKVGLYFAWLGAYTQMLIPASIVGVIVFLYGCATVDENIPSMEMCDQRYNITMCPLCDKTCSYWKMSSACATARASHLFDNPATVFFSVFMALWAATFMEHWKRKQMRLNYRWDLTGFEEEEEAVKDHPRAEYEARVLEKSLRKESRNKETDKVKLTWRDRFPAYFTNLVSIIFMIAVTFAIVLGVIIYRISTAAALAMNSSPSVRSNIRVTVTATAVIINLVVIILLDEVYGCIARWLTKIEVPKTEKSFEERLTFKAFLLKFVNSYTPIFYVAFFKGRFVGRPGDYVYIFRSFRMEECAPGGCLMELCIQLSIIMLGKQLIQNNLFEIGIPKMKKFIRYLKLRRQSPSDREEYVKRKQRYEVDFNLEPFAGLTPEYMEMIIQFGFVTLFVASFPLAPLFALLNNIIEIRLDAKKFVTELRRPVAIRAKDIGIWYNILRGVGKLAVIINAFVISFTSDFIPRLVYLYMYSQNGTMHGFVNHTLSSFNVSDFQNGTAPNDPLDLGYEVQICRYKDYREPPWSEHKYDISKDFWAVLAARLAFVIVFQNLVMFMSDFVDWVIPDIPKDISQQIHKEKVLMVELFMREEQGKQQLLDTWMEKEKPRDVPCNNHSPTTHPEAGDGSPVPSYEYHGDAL
TRPC6 inhibitor – mouse TRPC6 channel inhibitors, primary screen, cell-based, HEK293, membrane potential dye | Short transient receptor potential channel 6 (Mus musculus), Q61143 | ACh-evoked depolarization; active compounds read low | B-score at 10 µM | hit rate 1.1% among 310,000 | AID 2553, 2010;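 active = B-score under library mean minus 3 SD, initial fluorescence not abnormally high, positive integrated signal ratio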;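 note: B-score derived from integrated fluorescence ratio over the kinetic read; more negative B-score means stronger inhibition of depolarization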
ANO1 activ – TMEM16A chloride channel activators or potentiators, primary screen, cell-based, HTS. AID 623877, 2012. HEK293 TMEM16A/YFP-H148Q/I152L, iodide quench fluorescence; active compounds read low. hit rate 0.3% among 340,000. Anoctamin-1 (Mus musculus), Q8BHY3. B-score at 10 µM;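 active = fluorescence-ratio B-score plate-corrected deviation score at least 3 library SD below zero, with starting fluorescence score within 5 deviations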;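 note: channel opened by trigger with iodide after compound preincubation; score built on the fluorescence ratio of max minus min over baseline; more negative score means more quench and so TMEM16A activation or potentiation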
TRPC4 agonist – activators of mouse TRPC4 channel, primary screen, Fluo4 calcium, HEK293 TRPC4beta/mu-opioid cells. Short transient receptor potential channel 4 (Mus musculus), Q9QUQ5. Fluo4 calcium fluorescence; active compounds read high. hit rate 0.49% among 310,000. B-score at 10 µM;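 active = B-score above 5 SD of library B-scores, and initial fluorescence ratio not above library mean plus 5 SD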;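 note: positive B-score marks a calcium rise read as TRPC4 activation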
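Test system: HEK293 cells stably co-expressing mouse TRPC4beta and mu-opioid receptor | Schedule: Fluo4 dye loading 45 min at room temperature, 110 s recording | Measured by: Kinetic Fluo4 calcium fluorescence, 5 s baseline at 1 Hz | Evaluation: B score of integrated ratio | Controls: Buffer (low) and maximal DAMGO (high)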
SKKanGAS inh – S. pyogenes SKKanGAS growth inhibitors in kanamycin, primary screen, streptokinase expression inhibitor project, SKKanGAS strain, BacTiter-Glo luminescence; inhibition, % at 7.5 µM; 6 h; hit rate 1.3% among 300,000;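 active = mean replicate score, as percent of positive control median, at least 50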;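 note: strain carries kanamycin resistance gene driven by streptokinase promoter and grows in 40 µg/ml kanamycin; loss of luminescence reflects streptokinase promoter inhibition or plain growth inhibition; 0% = median of DMSO wells and 100% = positive control at its reference dose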
MrgX1 agonist – agonists of human MrgX1 receptor, primary screen, HEK293 cells, Fluo-4 calcium flux. Fluo-4 calcium fluorescence, agonist mode; active compounds read high. B-score at 10 µM. hit rate 0.44% among 310,000. AID 588627, 2011;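 active = calcium response B-score plate-corrected fluorescence ratio at least 3 library SD, with starting fluorescence B-score inside 5 SD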
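Material – MrgX1-expressing HEK293 cells · Input – 15,000 cells seeded per well · Dosing – compound as first of three additions · Times – overnight seeding, then 1 h dark dye loading · Measured by – kinetic Fluo-4 NW fluorescence of intracellular calcium · Read-out – B-scored fluorescence response ratio · Benchmarks – positive and negative control wells on each plate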
TRPC6 act – mouse TRPC6 channel activators, primary screen, cell-based, HEK293, membrane potential dye; Short transient receptor potential channel 6 (Mus musculus), Q61143; HEK293-TRPC6 membrane potential dye fluorescence; active compounds read high; B-score at 10 µM; hit rate 0.13% among 310,000; AID 2550, 2010;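 active = B-score of the integrated fluorescence ratio above library mean plus 3 SD, and starting fluorescence ratio within library mean plus 5 SD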;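 note: higher score means more depolarization so channel activation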
MrgX1 antagonist – antagonists of human MrgX1 receptor, primary screen, HEK293 cells, Fluo-4 calcium flux. BAM8-22 antagonism; active compounds read low. Mas-related G-protein coupled receptor member X1 (Homo sapiens), Q96LB2. AID 588676, 2011. hit rate 1.3% among 310,000. B-score at 10 µM;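 active = calcium-response B-score plate-corrected more than 3 library SD below zero, starting fluorescence within 5 deviations, no agonist response on first addition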;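 note: peak minus trough fluorescence over baseline after final BAM8-22 challenge near maximal dose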
TRPC4 potent – positive allosteric modulators of TRPC4, primary screen, cell-based, mouse TRPC4beta, HEK293 mu-opioid, Fluo-4 calcium; DAMGO EC20, Fluo-4 Ca2+ flux; active compounds read high; B-score at 10 µM; hit rate 0.42% among 310,000; AID 2227, 2009;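 active = B-score of calcium response area above 5 SD of library B-scores, with initial fluorescence ratio within 5 SD of library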;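 note: B-score of integrated fluorescence ratio over time as area under calcium response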
Numbers without * were called inactive; i = inactive; nt = not tested or not shown.

SMILES	MrgX1 allo act	TRPC4 block	ANO1 block	TRPC6 inhibitor	ANO1 activ	TRPC4 agonist	SKKanGAS inh	MrgX1 agonist	TRPC6 act	MrgX1 antagonist	TRPC4 potent
O=C(O)c1c(C(=O)O)c(-c2ccc(Br)cc2)n2c1CSC2	i	i	i	i	i	i	1	i	i	i	i
CC12CCC(=O)N1C(C(=O)Nc1cc(Cl)ccc1N1CCOCC1)CS2 (stereo not given)	i	i	i	i	i	i	-7	i	i	i	i
NNC(=O)C1CCCN1S(=O)(=O)c1ccc(Cl)cc1 (stereo not given)	i	i	i	i	i	i	-6	i	i	i	i
CCSc1nnc(NC(=O)c2cc(-c3ccccc3O)n[nH]2)s1	i	i	i	i	i	i	-18	i	i	i	i
CS(=O)CSc1nc2c(cc1C#N)CCCC2 (stereo not given)	i	i	i	i	i	i	-2	i	i	i	i
NS(=O)(=O)c1ccc(NC(=O)COC(=O)CNC(=O)C23CC4CC(CC(C4)C2)C3)cc1	i	i	i	i	i	i	-7	i	i	i	i
COc1ccccc1N1CCN(C(c2ccc(F)cc2)c2nnnn2C(C)C)CC1 (stereo not given)	nt	i	nt	i	i	i	-1	nt	i	nt	i
CN(C)C(=O)COc1ccc2c(-c3ccccc3)cc(=O)oc2c1	i	i	i	i	i	i	4	i	i	i	i
Cc1cccc(OCCn2ccnc2)c1	i	i	i	i	i	i	1	i	i	i	i
Cc1ccc(CCNC(=O)CCCn2nc(C)c3c(C)n(-c4ccc(C)cc4)nc3c2=O)cc1	i	i	i	i	i	i	2	i	i	i	i
O=C(O)C1C2CCC(C2)C1C(=O)NCCc1ccccc1 (stereo not given)	i	i	i	i	i	i	4	i	i	i	i
CCOC(=O)Cc1csc(NC(=O)c2cccc(OC)c2)n1	i	i	i	i	i	i	-1	i	i	i	i
C=CCn1c(Oc2cccc(C)c2)nc2c1c(=O)n(C)c(=O)n2C	i	i	i	i	i	i	35	i	i	i	i
O=C(Cn1ccc(C(F)(F)F)n1)N/N=C/c1cccs1	i	i	i	i	i	i	1	i	i	i	i
COc1cccc(N2CN(CCc3ccccc3)CNC2=S)c1	i	i	i	i	i	i	0	i	i	i	i
NNC(=O)c1ccc(CSc2nc3ccccc3[nH]2)cc1	i	i	i	i	i	i	3	i	i	i	i
COc1ccc(N2C(=O)c3ccc(C(=O)Nc4ccc(NC(C)=O)cc4)cc3C2=O)cc1	i	i	i	i	i	i	-2	i	i	i	i
Nn1c(SCc2cccc(C(F)(F)F)c2)nnc1-c1ccco1	i	i	i	i	i	i	8	i	i	i	i
Cc1oncc1C(=S)Nc1ccccc1	i	i	i	i	i	i	7	i	i	i	i
CC[n+]1c(C)n(-c2ccccc2)c2ccc(NC(C)=O)cc21	i	i	i	i	i	i	-5	i	i	i	i
Cc1ccccc1-n1c(SCC(=O)N2CCN(c3ccccc3)CC2)nnc1-c1ccncc1	i	i	i	i	i	i	7	i	i	i	i
COc1ccccc1CNC(=O)c1cc(-c2cccnc2)nc2ccccc12	i	i	i	i	i	i	-13	i	i	i	i
N=c1c(S(=O)(=O)c2ccccc2)cc2c(=O)n3ccccc3nc2n1Cc1ccco1	i	i	i	i	i	i	6	i	i	i	i
CCCCC(CCC(=O)Nc1ccccc1C(=O)OCC)C(=O)O (stereo not given)	i	i	i	i	i	i	4	i	i	i	i
CC(C(=O)N1CCN(C)CC1)N1C(=O)c2ccccc2C1=O (stereo not given)	i	i	i	i	i	i	-14	i	i	i	i
SMILES	MrgX1 allo act	TRPC4 block	ANO1 block	TRPC6 inhibitor	ANO1 activ	TRPC4 agonist	SKKanGAS inh	MrgX1 agonist	TRPC6 act	MrgX1 antagonist	TRPC4 potent
O=C(O)c1ccc(NS(=O)(=O)c2cccc(C(=O)Nc3cccc(C(=O)O)c3)c2)cc1	i	i	i	i	i	i	-3	i	i	i	i
CC(=O)N1CN(S(=O)(=O)c2ccc(C)cc2)CC1C (stereo not given)	i	i	i	i	i	i	0	i	i	i	i
c1cnc(NCCNc2ncccn2)nc1	i	i	i	i	i	i	3	i	i	i	i
O=C(NC1CCCCC1)c1cc(C2CC2)on1	i	i	i	i	i	i	10	i	i	i	i
O=[N+]([O-])c1cccc2ccc(/C=C/c3ccc(F)cc3)nc12	i	i	i	i	i	i	9	i	i	i	i
CC(C)CCN1CCN(Cc2ccc(C#CCCO)cc2)CC1CCO (stereo not given)	i	i	i	i	i	i	-14	i	i	i	i
COc1cccc(NC(=O)CN(C)C(=O)/C=C/c2cn(-c3ccccc3)nc2-c2ccc(C)cc2)c1	i	i	i	i	i	i	24	i	i	i	i
O=C(NCc1ccccc1)C(=O)NCC1OCCN1S(=O)(=O)c1cccs1 (stereo not given)	i	i	i	i	i	i	0	i	i	i	i
O=C(Nc1ccc(CN2CCOCC2)cc1)c1cc(Br)ccc1Cl	i	i	i	i	i	i	5	i	i	i	i
CCN(CC)C(=O)CSc1nc2c(sc(=S)n2CC)c(=O)n1-c1ccccc1	i	i	i	i	i	i	-6	i	i	i	i
O=C(NCCCNC(=O)c1c(Cl)cccc1Cl)c1c(Cl)cccc1Cl	i	i	i	i	i	i	0	i	i	i	i
COc1ccc(OC)c(C2C(C(C)=O)=C(O)C(=O)N2c2ccc(F)cc2)c1 (stereo not given)	i	i	i	i	i	i	-2	i	i	i	i
COc1ccc(NC(=O)c2ccc([N+](=O)[O-])s2)c([N+](=O)[O-])c1	i	i	i	i	i	i	-1	i	i	i	i
Cc1cccc(N=Nc2c(O)[nH]c3ccc(F)cc23)c1	i	i	i	i	i	i	31	i	i	i	i
CSCCC(NC(=O)c1cccc([N+](=O)[O-])c1)C(=O)O (stereo not given)	i	i	i	i	i	i	4	i	i	i	i
CCOC(=O)c1c(NC(=O)C2C3C=CC(C3)C2C(=O)O)sc2c1CC(C)CC2 (stereo not given)	i	i	i	i	i	i	14	i	i	i	i
Cc1nc2ccccc2nc1CN1CCC(CO)(CC2CCCCO2)CC1 (stereo not given)	i	i	i	i	i	i	-2	i	i	i	i
CCOC(=O)c1sc2nc(N3CCOCC3)c3c(c2c1N)CCC3	i	i	i	i	i	i	-6	i	i	i	i
O=C(CCCn1c(=S)[nH]c2ccsc2c1=O)Nc1ccc2c(c1)OCCO2	i	i	i	i	i	i	8	i	i	i	i
COC(=O)c1c(NC(=O)CN2CCC3(O)CCCCC3C2c2cc(OC)ccc2OC)sc(C)c1C (stereo not given)	i	i	i	i	i	i	19	i	i	i	i
COc1ccccc1[C@@H]1C(c2cccc(Cl)c2)=NN(c2ccccc2)[C@H]1C(=O)N1CCOC1=O	i	i	i	i	i	i	6	i	i	i	i
O=C(Cc1ccccc1)Nc1ccc(NC(=O)c2cccc(Cl)c2)cc1	i	i	i	i	i	i	-9	i	i	i	i
CCOC(=O)Cc1cc(-c2ccccc2)nc2ccc3ccccc3c12	i	i	i	i	i	i	3	i	i	i	i
CCOc1nc(-c2ccc(C)cc2)ccc1-c1noc(COC)n1	i	i	i	i	i	i	16	i	i	i	i
CCOc1ccc(C(=O)NCC(=O)N2CCN(C/C=C/c3ccccc3)CC2)cc1OCC	i	i	i	i	i	i	3	i	i	i	i
SMILES	MrgX1 allo act	TRPC4 block	ANO1 block	TRPC6 inhibitor	ANO1 activ	TRPC4 agonist	SKKanGAS inh	MrgX1 agonist	TRPC6 act	MrgX1 antagonist	TRPC4 potent
O=C(c1ccccc1)C(C(=O)N1CCc2ccccc2C1)n1ccccc1=O (stereo not given)	i	i	i	i	i	i	1	i	i	i	i
COc1cccc(CNC(=O)C2CCCN(S(=O)(=O)c3c(C)n[nH]c3C)C2)c1 (stereo not given)	i	i	i	i	i	i	-3	i	i	i	i
O=C1CN(C(=O)NCCC(=O)NC2CCCCC2)c2ccccc2N1	i	i	i	i	i	i	0	i	i	i	i
O=C1C=C(O)c2cccc(O)c2C1=O	i	nt	i	nt	i	nt	nt	i	nt	i	nt
Cc1sc(NC(=O)C2CCCCC2)c(C#N)c1-c1ccccc1	i	i	i	i	i	i	-2	i	i	i	i
Cn1c(=O)c2nc(NCc3ccccc3)cnc2n(C)c1=O	i	i	i	i	i	i	-1	i	i	i	i
Cc1cc(C)n(C(=O)CNC(=O)/C=C/c2ccccc2)n1	i	i	i	i	i	i	4	i	i	i	i
Cc1cc([N+](=O)[O-])nn1Cc1ccc(C(=O)N/N=C/c2ccccc2)cc1	i	i	i	i	i	i	4	i	i	i	i
C/C(=N\NC(=O)NC1CCCCC1)c1ccco1	i	i	i	i	i	i	-3	i	i	i	i
CC(C)(C)C(=O)NC(=S)Nc1ccc(S(=O)(=O)Nc2nccs2)cc1	i	i	i	i	i	i	13	i	i	i	i
Cc1occc1C(=O)Nc1cccc(/C=C/C(=O)O)c1	i	i	i	i	i	i	1	i	i	i	i
Cc1ccc2c(c1)nnc1nnc(SCC(=O)O)n12	i	i	i	i	i	i	7	i	i	i	i
COc1ccc(NC(=O)CSCc2ccc(C)cc2)cc1	i	i	i	i	i	i	-3	i	i	i	i

As a short view, part of the list above.
SMILES	MrgX1 allo act	TRPC4 block	ANO1 block	TRPC6 inhibitor	ANO1 activ	TRPC4 agonist	SKKanGAS inh	MrgX1 agonist	TRPC6 act	MrgX1 antagonist	TRPC4 potent
Cc1occc1C(=O)Nc1cccc(/C=C/C(=O)O)c1	i	i	i	i	i	i	1	i	i	i	i
Cc1ccc2c(c1)nnc1nnc(SCC(=O)O)n12	i	i	i	i	i	i	7	i	i	i	i
COc1ccc(NC(=O)CSCc2ccc(C)cc2)cc1	i	i	i	i	i	i	-3	i	i	i	i
